Bioassay records from PubChem.
MsrA inh: bovine MsrA inhibition; purified bovine MsrA, absorbance read-out; inhibition, % at 15.5 µM; AID 651718; hit rate 0.75% among 360,000; in the data active = inhibition above about 4.5%;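 note: 0% = vehicle wells with enzyme and 100% = reference inhibitor wells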
DNMT1 inh: blocks human DNA methyltransferase DNMT1. inhibition (reported as % activation of signal), % at 10 µM. AID 588458. hit rate 0.83% among 360,000. P26358. DNMT1 molecular beacon, Hinp1I cleavage, fluorescence; in the data active = inhibition above about 50%
Target sequence (P26358 504-1616 limits assumed): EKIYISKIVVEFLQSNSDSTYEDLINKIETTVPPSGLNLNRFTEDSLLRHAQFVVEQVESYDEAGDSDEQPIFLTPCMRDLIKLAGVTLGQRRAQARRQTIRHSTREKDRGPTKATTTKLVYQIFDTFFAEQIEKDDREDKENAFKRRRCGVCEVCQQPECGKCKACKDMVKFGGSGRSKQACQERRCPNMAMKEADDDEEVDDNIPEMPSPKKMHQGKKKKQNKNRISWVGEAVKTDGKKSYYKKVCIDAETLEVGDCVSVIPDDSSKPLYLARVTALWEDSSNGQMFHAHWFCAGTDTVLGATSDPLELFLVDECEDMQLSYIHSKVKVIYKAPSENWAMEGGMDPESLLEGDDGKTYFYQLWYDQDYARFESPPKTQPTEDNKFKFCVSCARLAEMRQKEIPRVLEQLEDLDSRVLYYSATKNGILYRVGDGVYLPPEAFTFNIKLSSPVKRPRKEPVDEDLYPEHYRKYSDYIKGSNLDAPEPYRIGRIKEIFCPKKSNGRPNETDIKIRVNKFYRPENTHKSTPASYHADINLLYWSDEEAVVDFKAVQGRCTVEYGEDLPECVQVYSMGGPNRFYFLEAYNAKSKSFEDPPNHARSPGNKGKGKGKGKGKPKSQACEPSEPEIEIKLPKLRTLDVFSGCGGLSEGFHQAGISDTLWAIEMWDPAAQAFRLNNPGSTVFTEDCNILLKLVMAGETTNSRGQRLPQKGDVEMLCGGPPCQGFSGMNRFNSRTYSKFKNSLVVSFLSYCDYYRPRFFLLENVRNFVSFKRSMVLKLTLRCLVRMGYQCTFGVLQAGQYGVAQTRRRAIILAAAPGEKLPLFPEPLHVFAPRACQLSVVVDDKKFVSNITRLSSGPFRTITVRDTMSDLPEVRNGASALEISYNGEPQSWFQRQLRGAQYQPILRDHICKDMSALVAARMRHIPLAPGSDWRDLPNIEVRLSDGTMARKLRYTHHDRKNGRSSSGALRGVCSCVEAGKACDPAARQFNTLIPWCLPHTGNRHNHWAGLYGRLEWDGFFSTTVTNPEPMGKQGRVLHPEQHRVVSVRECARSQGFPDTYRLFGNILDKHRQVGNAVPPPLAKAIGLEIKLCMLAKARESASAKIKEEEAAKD
STEP inh: blocks human striatal-enriched tyrosine phosphatase; P54829; recombinant STEP, OMFP fluorogenic substrate, fluorescence; inhibition, % at 20 µM; hit rate 0.25% among 360,000; AID 588621;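 active = inhibition at 20 µM, scaled per plate between control wells, above about 37%, limit read from the data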;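 note: 0% = DMSO with enzyme and substrate and 100% = substrate only without enzyme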
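Material: STEP (striatal-enriched tyrosine phosphatase) enzyme, cell-free | Medium: 50 mM Bis-Tris pH 6.0 with 2.5 mM DTT and 0.005% Tween 20 | Read-out: Percent inhibition scaled to no-enzyme and uninhibited-enzyme controls, plate-pattern corrected | Signal: Fluorescence read at 480 nm ex / 540 nm em | Times: 20 min reaction, room temperature, in the dark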
LMPTP block: LMPTP (human) inhibition; P24666; recombinant LMPTP-A, OMFP fluorogenic substrate, fluorescence intensity; inhibition, % at 20 µM; hit rate 0.22% among 360,000; AID 651560;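 active = compounds that cut the enzyme signal by at least half of the control window in the single-dose screen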;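 note: plate controls were DMSO wells with enzyme plus substrate for no effect and substrate without enzyme for full effect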
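Assay system: LMPTP-A, protein tyrosine phosphatase of low molecular weight / Medium: pH 6.0 Bis-Tris buffer with DTT and Triton X-100 / Schedule: 50 min enzyme reaction at room temperature, protected from light / Measured by: endpoint fluorescence intensity from OMFP dephosphorylation / Read-out basis: % inhibition relative to no-enzyme and uninhibited control wells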
CendR NRP1 mod: alters CendR peptide binding to human NRP-1. FAM-RPARPAR peptide binding to NRP-1, fluorescence polarization. O14786. AID 602438. inhibition, % at 25 µM. hit rate 0.85% among 360,000;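 active = inhibition or corrected inhibition above about 18%, plus a signal ratio from 0.5 to 1.5, limit read from the data, passing the limit was not always enough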; note: strong numbers were not always called active
Scp-1 inhibitor: inhibitors of human Scp-1 phosphatase; Recombinant Scp1, phosphopeptide, malachite green phosphate absorbance; inhibition, % at 20 µM; hit rate 0.88% among 340,000; AID 493091;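 active = inhibition above about 50% at 20 µM, limit read from the data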;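 note: plate controls were DMSO wells with enzyme for no effect and wells lacking enzyme for full effect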
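Material – SCP-1 phosphatase catalytic domain, residues 76-261 · Buffer or medium – Acidic Tris acetate buffer with magnesium and detergent · Also added – Phospho 17-mer peptide substrate · Compound – single 20 µM dose, 1% DMSO · Times – 45 min room-temperature reaction, 5 min colour, 30 min stabiliser · Technique – Phosphate-binding colour reagent, absorbance read at 630 nm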
E coli Lon inh: inhibits E. coli Lon protease | purified E. coli Lon protease, fluorescence polarization | P0A9M0 | hit rate 0.42% among 360,000 | inhibition, % at 7.94 µM; in the data active = inhibition above about 13%, passing the limit was not always enough;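 note: 0% = enzyme with probe and DMSO and 100% = no enzyme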
Tb MetRS inh: blocks T. brucei methionyl-tRNA synthetase activity. purified T. brucei MetRS, ATP depletion, Kinase-Glo luminescence. inhibition, % at 11.9 µM. hit rate 0.4% among 360,000. AID 624268;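 active = inhibition above a per-plate cutoff of the control wells' mean inhibition plus 3 SD, cut at about 5.5% in these data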;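 note: 0% = DMSO wells median and 100% = median of wells with control inhibitor compound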
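Measured by: Kinase-Glo luciferase luminescence reporting remaining unconsumed ATP. Material: purified T. brucei MetRS enzyme. Doses: 11.9 µM compound single dose, 0.9% DMSO. Medium: HEPES buffer containing pyrophosphatase, BSA, spermine, DTT. Times: 15 min preincubation, 2 h reaction, all 25 °C. Reagent: methionine, ATP and bulk E. coli tRNA.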
bovine MsrA act: bovine methionine sulfoxide reductase A activation; purified bovine MsrA, absorbance read-out; activation, % at 10.6 µM; hit rate 0.3% among 360,000; AID 602163; in the data active = activation above about 7.5%;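 note: 0% = vehicle and 100% = reference activator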
SUMO1-SIM PPI: SUMO1-SIM interaction modulation; P63165; SUMO1 binding to a labelled peptide, TR-FRET, 1 h; inhibition, % at 20 µM; hit rate 0.33% among 360,000; AID 602429; in the data active = inhibition above about 37%
* marks the source's active call; other numbers are inactive results; . = no result given.

DNMT1 inh | E coli Lon inh | SUMO1-SIM PPI | CendR NRP1 mod | MsrA inh | Scp-1 inhibitor | Tb MetRS inh | LMPTP block | bovine MsrA act | STEP inh | compound
-3.0 | 15.0 | 1.1 | 5.2 | -0.4 | -0.8 | -0.9 | -2.2 | -3.0 | -3.3 | O=c1[nH]c(=O)n(C(c2ccccc2)c2ccccc2)cc1Br
-1.5 | 1.0 | -32.9 | 8.1 | 1.1 | -2.4 | 0.1 | 0.5 | -2.9 | 2.1 | COc1ccc(NC(=O)COC(=O)c2cc([N+](=O)[O-])ccc2N2CCOCC2)cc1
4.5 | -7.4 | 0.5 | -7.7 | 1.0 | 0.6 | 0.0 | 0.4 | -6.8 | 0.9 | O=C(Cn1cnc2ccccc2c1=O)Nc1nc2ccccc2s1
-2.4 | -1.3 | -8.5 | -6.7 | 0.9 | -4.1 | -0.4 | 2.5 | 1.2 | 1.6 | CCc1ccc(C(C)NC(=O)/C(C#N)=C\c2cn[nH]c2-c2ccccc2)cc1 (stereo not drawn)
-3.4 | -0.9 | -0.2 | -2.8 | 0.8 | -1.5 | -1.9 | 1.0 | -2.5 | 2.9 | COC(=O)CC1Oc2ccccc2N(Cc2ccc(C)cc2)C1=O (stereo not drawn)
-0.2 | -4.1 | -0.8 | -5.1 | 0.9 | 2.9 | -0.4 | -0.3 | -7.3 | -1.3 | COC(C[C@H]1O[C@@H]1[C@H](O)COCc1ccccc1)OC
-0.6 | -16.2 | 6.6 | 9.6 | -0.3 | -5.2 | -0.3 | -0.7 | -0.8 | -1.5 | COc1ccc(C(=O)N2CCc3[nH]nc(-c4ccccc4)c3C2)cc1
0.4 | -0.1 | -3.6 | 8.1 | -1.2 | -5.8 | -0.3 | -0.6 | -5.6 | -0.1 | COc1ccc(-n2nc(C(=O)NCC(=O)N(C)Cc3ccccc3)c3ccccc3c2=O)c(OC)c1
5.6 | -3.4 | 3.6 | -1.5 | 0.9 | -7.7 | 0.5 | -0.5 | -3.1 | -2.0 | Cc1ccc(C)c(SCC(=O)Nc2cccnc2Cl)c1
-2.4 | -7.0 | -12.1 | 19.7 | 2.3 | . | 0.1 | -0.8 | -2.4 | -0.9 | COCC(O)Cn1ccnc1N=Nc1ccccc1 (stereo not drawn)
6.3 | 4.2 | 4.2 | -0.3 | 0.2 | -10.3 | 0.0 | 4.0 | -2.4 | 3.8 | CC(C)=CCC/C(C)=C/CC/C(C)=C/COc1ccc2ccc(=O)oc2c1
-3.7 | 1.7 | -1.1 | -12.3 | -0.2 | -8.0 | 0.9 | -1.6 | -2.8 | 2.8 | CSCCC(NC(=O)C1CC1)c1nc2ccccc2[nH]1 (stereo not drawn)
4.0 | -19.8 | 0.6 | 0.1 | 0.8 | -4.1 | -0.2 | 2.0 | -2.2 | -1.7 | CCNC(=O)c1ccc2c(c1)C1C3CCC(C3)C1C(c1ccccc1)N2 (stereo not drawn)
2.3 | -8.0 | 2.9 | -2.1 | 0.6 | -1.8 | -0.1 | -0.3 | -1.3 | -0.7 | COC(=O)CSc1nnc(-c2cccc(NC(=O)c3ccc(C)cc3)c2)n1C
0.3 | 5.0 | -36.3 | 4.8 | 0.8 | -2.8 | -0.7 | 3.2 | -2.9 | 3.6 | Cc1ccc(C)c(Nc2c([N+](=O)[O-])ccc3nonc23)c1
1.7 | 4.5 | 9.9 | 4.7 | 0.0 | -6.0 | -0.5 | 1.0 | -5.6 | 1.1 | COc1ccc(OC)c(N(CC(=O)NCCSCc2ccco2)S(=O)(=O)c2ccc(OC)c(OC)c2)c1
-1.5 | 7.8 | 2.5 | 7.1 | -0.1 | 2.9 | -0.5 | 2.6 | -3.1 | -1.2 | CC(=O)CC1(C)OC(N)=C(C#N)C1(C#N)C#N (stereo not drawn)
3.1 | -15.7 | -8.9 | -16.9 | 2.0 | -5.1 | -0.1 | -0.6 | 2.4 | 0.5 | Cc1cc(C)nc(-n2cc(C(=O)c3cc(F)ccc3O)cn2)n1
5.1 | -13.5 | -6.8 | -48.5 | 1.3 | -6.6 | -0.8 | -0.5 | -11.3 | 2.3 | Cc1ccc(-n2c(-c3ccco3)nc3nc4ccccc4nc32)cc1
-1.9 | -3.9 | -22.3 | 29.4* | 1.3 | -6.7 | -0.3 | -0.3 | -1.0 | 1.7 | COc1ccc(/C=C2\SC(=O)N(CCNC(=O)Cn3[nH]c(=O)c4ccccc4c3=O)C2=O)cc1
4.9 | -8.2 | 0.0 | 1.6 | -0.8 | -5.2 | -0.7 | 0.0 | -6.9 | -4.4 | O=S(=O)(c1cnc(Cl)c(Br)c1)N1CCCCCC1
9.6 | -12.1 | 29.8 | -139.1 | -0.9 | 23.3 | 1.0 | 3.5 | -0.6 | 12.2 | CN1CCN(S(=O)(=O)c2cccc(C(=O)Nc3cc(C(N)=O)cc(C(N)=O)c3)c2)CC1
-0.1 | -2.0 | 3.4 | -9.1 | -0.5 | 3.2 | -0.5 | 0.0 | -1.6 | -2.4 | CCN1CC(C)C(O)(c2ccccc2)CC1C (stereo not drawn)
0.8 | -4.1 | 5.9 | -4.8 | -0.8 | . | 0.1 | -1.4 | 0.2 | 0.9 | Cc1ccc(-n2ncc3c(=O)n(-c4cccc(C)c4)c(=O)[nH]c32)cc1
-2.8 | 2.5 | -1.8 | -1.2 | 0.9 | -9.6 | -0.1 | -1.7 | -3.9 | 1.8 | CCN(CC)c1ccc(C(=O)OCC(=O)Nc2ncccn2)cc1
-0.4 | -2.9 | 9.7 | 11.2 | 0.3 | 6.0 | -0.5 | -0.3 | -4.9 | -1.3 | CC(C)C(=O)N=c1sc2cccc(F)c2n1C
-0.5 | -6.8 | -1.8 | -8.4 | -0.9 | -6.4 | 0.2 | 0.9 | 2.9 | -3.8 | CCCC(CCC)C(=O)NC1CCN(Cc2ccccc2)CC1
1.0 | -3.4 | 0.9 | -0.4 | 0.7 | 2.6 | -0.4 | 0.2 | -4.4 | 4.2 | c1ccc2c(c1)OC(CCCN1CCCCC1)c1ccccc1S2 (stereo not drawn)
2.0 | -18.8 | 10.6 | -3.8 | -0.9 | -9.5 | 0.7 | -0.1 | 3.2 | 4.3 | Cc1ccc2c(c1)N(CC(=O)N1CCCC1)C(=O)C(C)O2 (stereo not drawn)
2.4 | 6.7 | -2.1 | 7.4 | -0.4 | -14.9 | 0.2 | -2.0 | -0.8 | 5.3 | CNc1nc(-c2cccs2)cc(C(F)(F)F)c1C#N
-0.8 | -2.5 | -3.9 | 3.0 | 2.5 | -5.7 | -0.6 | 0.2 | -4.8 | -1.1 | COc1cc(C2Nc3ccccc3NC3=C2C(=O)CC(C)(C)C3)cc(OC)c1OC(C)=O (stereo not drawn)
-2.9 | 0.4 | 2.3 | 1.2 | 0.7 | -8.1 | 0.1 | 0.5 | -0.9 | -0.3 | Cc1c(C(=O)NC2CCCc3ccccc32)oc2ccc(S(=O)(=O)N3CCOCC3)cc12 (stereo not drawn)
1.4 | 1.9 | 23.2 | -0.7 | 0.4 | -7.4 | -0.9 | 0.4 | -0.8 | -2.0 | COCCNC(=O)CN1C(=O)CSc2ccc(S(=O)(=O)N3CCOCC3)cc21
-4.7 | -4.5 | -2.7 | -10.5 | 3.0 | -16.0 | -0.6 | 4.0 | -1.3 | 3.7 | O=C(Nc1cc(Oc2ccccc2)cc([N+](=O)[O-])c1)C12CC3CC(C1)CC(n1cnc(Cl)n1)(C3)C2
7.5 | -7.4 | -1.0 | 1.6 | -0.5 | 0.5 | 0.0 | -1.5 | -2.9 | 0.0 | CCSc1nnc(NC(=O)c2cc3c(s2)CCCC3)s1
-2.6 | -1.7 | -1.7 | -2.7 | 0.2 | 2.3 | 3.5 | 1.2 | -3.5 | -0.9 | Clc1ccc(OCCCN2CCc3ccccc3C2)c(Br)c1
4.1 | -1.0 | -0.8 | -5.9 | 0.6 | 5.7 | -0.1 | 2.9 | -0.2 | 3.3 | Fc1ccc(COc2ccc(Cl)cc2/C=N/Nc2nc(N3CCCC3)nc(N3CCCC3)n2)cc1
-9.3 | -1.9 | 6.6 | 5.3 | 0.2 | . | 0.2 | 6.1 | -2.4 | 4.7 | O=C(NCc1ccc(Cl)cc1)c1ccc(-c2ccc(F)c(F)c2)c2ccoc12
-1.4 | 18.5 | -3.9 | 4.1 | 0.9 | 15.2 | 0.2 | -0.4 | -3.0 | 3.8 | CCNc1ccc(C(=O)OCC(=O)c2cc(C)n(Cc3ccc4c(c3)OCO4)c2C)cc1[N+](=O)[O-]
2.2 | -1.8 | 3.2 | 6.9 | 0.6 | -11.0 | 0.2 | -1.2 | -0.3 | -1.7 | Cc1ccc(CSCc2ccc(C(=O)NC3CC3)o2)cc1
2.1 | -4.2 | 4.4 | 8.5 | -1.7 | -8.7 | -0.3 | -1.7 | -2.7 | 12.1 | COC(=O)[C@H](Cc1ccccc1)NC(=O)NCc1ccccc1OC
1.8 | -16.1 | -2.8 | -1.4 | 1.8 | 8.1 | -0.8 | -0.1 | -9.7 | 2.4 | Cc1ccc(C(C(=O)NC2CCCCC2)N(Cc2ccco2)C(=O)C2COc3ccccc3O2)o1 (stereo not drawn)
1.1 | 11.8 | 1.5 | 15.3 | -0.3 | -4.2 | -0.3 | 2.0 | -0.6 | 2.0 | O=C(Cn1nc(Cc2cccnc2)c2ccccc2c1=O)NCC1COc2ccccc2O1 (stereo not drawn)
3.9 | 4.5 | 13.6 | -128.8 | -0.6 | -9.4 | -0.2 | -0.5 | -7.3 | -3.3 | O=C(O)c1[nH]c2ccccc2c1C(c1cc(Br)ccc1O)c1c(C(=O)O)[nH]c2ccccc12
2.1 | -10.3 | 4.9 | -0.7 | -0.9 | -1.2 | -0.6 | -1.9 | -2.4 | 4.9 | Cc1ccc(CNC(=O)CCC(=O)n2ncc3cc(C)ccc32)cc1

Whole records as entered above. Order of values: DNMT1 inh	E coli Lon inh	SUMO1-SIM PPI	CendR NRP1 mod	MsrA inh	Scp-1 inhibitor	Tb MetRS inh	LMPTP block	bovine MsrA act	STEP inh
Profile of Cc1ccc(C)c(SCC(=O)Nc2cccnc2Cl)c1 = 5.6	-3.4	3.6	-1.5	0.9	-7.7	0.5	-0.5	-3.1	-2.0
Profile of Fc1ccc(COc2ccc(Cl)cc2/C=N/Nc2nc(N3CCCC3)nc(N3CCCC3)n2)cc1 = 4.1	-1.0	-0.8	-5.9	0.6	5.7	-0.1	2.9	-0.2	3.3
Profile of COCCNC(=O)CN1C(=O)CSc2ccc(S(=O)(=O)N3CCOCC3)cc21 = 1.4	1.9	23.2	-0.7	0.4	-7.4	-0.9	0.4	-0.8	-2.0
